Screens as filed in PubChem BioAssay.
DDE Tn6 FP inh – inhibitors of Tn6 peptide binding to human fibrin DD(E). P02675. Fibrin DD(E) TRITC-Tn6 fluorescence polarization displacement. inhibition, % at 8.3 µM. hit rate 0.21% among 370,000;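 active means inhibition above a per-campaign cutoff: mean of compounds within control limits plus 3 SD, cut at about 15% in these data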;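 further: 0% = median of all compound wells on the plate and 100% = blocking peptide control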
KLK7 zymogen act – proKLK7 (human) activation, primary screen | P49862 | purified proKLK7, EDANS-DABCYL substrate fluorescence; 100% is mature enzyme control, 0% vehicle | activation, % at 7 µM | hit rate 0.9% among 370,000;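 active means activation above the mean of all tested compounds plus 3 SD, computed per campaign excluding outliers beyond control limits, cut at about 13% in these data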
DDE Tn7 FP inh – inhibitors of Tn7 peptide binding to human fibrin DD(E). FP displacement of FITC-Tn7 peptide from fibrin DD(E); 0% = median of compound wells per plate. inhibition, % at 8.3 µM. hit rate 0.13% among 370,000;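 active means inhibition above the mean of compounds falling within the control limits plus 3 SD of them, cut at about 14% in these data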;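 further: 0% = plate median of compound wells and 100% = 10 µM Aha-Tn7 peptide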
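Assay system: human fibrin DD(E) protein / Input: 2 µM fibrin DD(E) / Benchmarks: high control of 10 µM Aha-Tn7 peptide / Measured by: fluorescence polarization of the labelled Tn7 tracer / Medium: Tris buffer with calcium and detergent, pH 7.8 / Timing: 10 min compound pre-incubation, 3 h probe incubation at room temperature / Repeats: one replicate per compound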
ADAM17 inh – ADAM17 inhibition, QFRET primary screen | P78536 | recombinant ADAM17, EDANS/DABCYL FRET peptide cleavage | inhibition, % at 6.95 µM | hit rate 0.83% among 370,000;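 active means inhibition above the mean of compounds lying between control limits plus 3 SD, set per campaign, cut at about 8.5% in these data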;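 further: 0% = DMSO-only wells as the low control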
Target sequence (P78536 215-824 limits assumed): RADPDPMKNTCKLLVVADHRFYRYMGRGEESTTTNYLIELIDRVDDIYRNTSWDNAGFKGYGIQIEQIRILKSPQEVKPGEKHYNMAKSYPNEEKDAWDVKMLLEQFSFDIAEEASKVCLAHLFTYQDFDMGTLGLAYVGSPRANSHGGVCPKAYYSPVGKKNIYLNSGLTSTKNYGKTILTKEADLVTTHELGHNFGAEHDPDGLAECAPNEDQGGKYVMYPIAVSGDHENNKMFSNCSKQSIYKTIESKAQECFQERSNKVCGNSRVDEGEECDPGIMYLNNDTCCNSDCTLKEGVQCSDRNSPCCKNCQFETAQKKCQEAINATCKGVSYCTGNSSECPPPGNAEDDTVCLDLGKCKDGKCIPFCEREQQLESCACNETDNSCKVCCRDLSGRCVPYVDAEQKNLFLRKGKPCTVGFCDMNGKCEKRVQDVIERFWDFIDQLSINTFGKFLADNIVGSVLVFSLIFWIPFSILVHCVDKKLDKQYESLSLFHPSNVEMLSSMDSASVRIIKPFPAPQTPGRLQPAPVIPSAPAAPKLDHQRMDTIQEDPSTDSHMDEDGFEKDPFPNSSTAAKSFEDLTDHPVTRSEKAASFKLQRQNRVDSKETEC
ADAM10 inh – inhibits human ADAM10 | O14672 | recombinant ADAM10, EDANS/DABCYL FRET peptide cleavage, 3 h | inhibition, % at 7 µM | hit rate 0.62% among 370,000 | AID 720582;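 active means inhibition above a per-campaign cutoff equal to the mean of compounds falling between control-based bounds plus 3 SD, cut at about 20% in these data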;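 further: 0% = DMSO wells while the 100% control is not disclosed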
PLCg1 inh – PLC-gamma1 (human) inhibition, primary screen. inhibition, % at 12.2 µM. P19174. hit rate 0.84% among 370,000. AID 720700. purified PLC-gamma1, fluorogenic substrate, fluorescence; in the data active means inhibition above about 9.5%
LEDGF integ inh – blocks HIV-1 LEDGF/p75-dependent DNA integration; TR-FRET IN-LEDGF/p75 DNA integration, Eu/Cy5; inhibition, % at 3.7 µM; hit rate 0.64% among 370,000;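 active means inhibition above the screen-wide mean plus 3 SD, cut at about 13% in these data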;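 further: signal is the Cy5 over europium emission ratio at 671 and 618 nm; 0% = plate median of compound wells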
ASAP1 GAP inh – ASAP1 ArfGAP inhibition | Q9ULH1 | ASAP1-stimulated ARF1 GTP hydrolysis, GDP FP detection | inhibition, % at 16.5 µM | hit rate 0.19% among 360,000; in the data active means inhibition above about 25%;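 further: 0% = vehicle with enzyme and substrate and 100% = no enzyme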
Target sequence (Q9ULH1 325-724 limits assumed): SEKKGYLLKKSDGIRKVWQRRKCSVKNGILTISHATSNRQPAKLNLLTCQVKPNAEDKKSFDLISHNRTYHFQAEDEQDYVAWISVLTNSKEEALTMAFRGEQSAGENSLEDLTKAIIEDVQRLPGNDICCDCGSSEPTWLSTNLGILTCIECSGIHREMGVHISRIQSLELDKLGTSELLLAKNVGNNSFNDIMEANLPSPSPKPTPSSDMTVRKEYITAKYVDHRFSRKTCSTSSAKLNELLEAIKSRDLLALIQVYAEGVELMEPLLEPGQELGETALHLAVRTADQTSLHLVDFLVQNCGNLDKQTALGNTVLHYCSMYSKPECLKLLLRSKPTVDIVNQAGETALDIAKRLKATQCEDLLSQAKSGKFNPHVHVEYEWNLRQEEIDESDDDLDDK
ARFGAP1 inh – inhibitors of rat ARFGAP1; inhibition, % at 16.5 µM; hit rate 0.26% among 360,000; Q62848; Arfgap1-stimulated ARF1 GTP hydrolysis, GDP FP detection; AID 651572;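 active means inhibition above a per-plate limit, mean inhibition of low control wells plus 3 SD, cut at about 25% in these data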;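 further: 0% = DMSO wells with enzyme and 100% = wells lacking Arfgap1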
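Repeats: one replicate per compound; assay system: rat Arfgap1 catalytic domain, aa 1-136; times: enzyme reaction 120 min at 25 °C after 20 min preincubation; detection: FP of antibody-bound GDP Alexa 633 tracer, ex 620/em 688 nm; benchmarks: high control wells lacking Arfgap1, low control full reaction with DMSO; reagent: human ARF1(Δ1-17)-GTP substrate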
TDP2 inh – TDP2 (human) inhibition, absorbance primary screen; O95551; recombinant TDP2, T5PNP hydrolysis, p-nitrophenol absorbance 415 nm; inhibition, % at 12.8 µM; hit rate 0.34% among 370,000; AID 720702;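 active means inhibition above the mean of all tested compounds plus 3 SD, set per campaign, cut at about 25% in these data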;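 further: 0% = DMSO with enzyme and 100% = buffer with substrate but no TDP2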
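Assay system: recombinant human TDP2 / Reagent: T5PNP substrate at 5 mM, a TopII-DNA adduct mimic / Measured by: epi absorbance from released p-nitrophenol / Evaluation: % inhibition relative to enzyme-containing and enzyme-free wells / Control set: enzyme-free and DMSO wells / Replicates: each compound tested once, singlicate / Schedule: enzyme reaction with compound for 2 h at 37 °C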
Active calls of the source: *.

item | Compound | DDE Tn6 FP inh | KLK7 zymogen act | DDE Tn7 FP inh | ADAM17 inh | ADAM10 inh
1 | Cc1cc(Cl)c2ccc3ccccc3c2n1 | 2 | -0.2 | 7 | -7 | 2
2 | CC(NC(=O)c1ccc(CS(C)(=O)=O)cc1)c1cccc2ccccc12 (stereo not drawn) | -1 | 0.3 | -1 | 0 | -2
3 | CCN(CC(=O)NCc1cccs1)C(=O)/C=C/c1ccc(F)cc1 | -2 | -0.1 | -5 | 0 | -8
4 | O=C(NCC(c1ccco1)N1CCc2ccccc2C1)C(=O)Nc1cc(F)ccc1F (stereo not drawn) | -9 | 0.4 | -7 | 4 | 8
5 | COc1ccc(C(=O)CCNc2ccc3c(c2)OCCO3)cc1 | -6 | 0.0 | -5 | 0 | -4
6 | CC(C)(C)S(=O)(=O)c1ccccc1C(=O)O | 11 | 0.5 | 2 | -3 | -8
7 | CS(=O)(=O)N1CCN(c2ccccc2NC(=O)Cc2ccc(Cl)cc2)CC1 | -4 | -0.1 | -1 | -5 | -5
8 | O=C(CN1C(=O)c2ccc([N+](=O)[O-])cc2C1=O)NCCC1=CCCCC1 | 6 | 0.5 | 10 | -1 | -5
9 | CCOc1ccc(CONS(=O)(=O)c2ccc(NC(C)=O)cc2)cc1Cl | -7 | 0.5 | 2 | 5 | 15
10 | Nc1nc(CN2CCN(c3ccccn3)CC2)nc(Nc2ccc(F)cc2)n1 | -3 | 0.3 | -2 | -6 | -11
11 | CC(=O)C1=NN(c2ccccc2)C(c2ccc3c(c2)OCO3)N1c1ccccc1 (stereo not drawn) | 3 | -1.4 | -4 | -8 | -19
12 | CCOC(=O)c1ccc(NC(=O)c2cccc3c2C(=O)N(CC2CCCO2)C3)cc1 (stereo not drawn) | -1 | -1.2 | 6 | 4 | 3

item | PLCg1 inh | LEDGF integ inh | ASAP1 GAP inh | ARFGAP1 inh | TDP2 inh
1 | 0 | -5 | 13 | 11 | 13
2 | -2 | -4 | 1 | -4 | -4
3 | 2 | 2 | 12 | 9 | 2
4 | 6 | 3 | 0 | 9 | -31
5 | -11 | 2 | 5 | 11 | 16
6 | 2 | -1 | -9 | 6 | 4
7 | -1 | -1 | -9 | -4 | 4
8 | -2 | 0 | 0 | -8 | 8
9 | 1 | -3 | 2 | -3 | -9
10 | -6 | 0 | 1 | 10 | -3
11 | -95 | 2 | 1 | -7 | 5
12 | -2 | 2 | 4 | 2 | 7

Other compounds follow:
item | Compound | DDE Tn6 FP inh | KLK7 zymogen act | DDE Tn7 FP inh | ADAM17 inh | ADAM10 inh
13 | CC1CCCCC1NC(=O)COC(=O)c1ccc2c(=O)n3c(nc2c1)CCC3 (stereo not drawn) | -8 | -0.3 | -7 | -12 | -49
14 | CC(C)(O)CC[C@H](OC(=O)c1ccccc1)[C@](C)(O)[C@H]1CC[C@@]2(O)C3=CC(=O)[C@@H]4C[C@@H](O)[C@H](O)C[C@]4(C)C3CC[C@]12C (stereo partly drawn) | 0 | 0.9 | -9 | 1 | 5
15 | CN1C[N+]([O-])=C(c2ccccc2)C1(C)C | -1 | 0.5 | 5 | -5 | 1
16 | CCn1c(COc2cccc3cccnc23)nnc1SC(F)F | 1 | -1.3 | 0 | -4 | -20
17 | CCN(CC)S(=O)(=O)c1ccc2c3c(cccc13)C(=O)S2 | 1 | -1.0 | 6 | -4 | -12
18 | Cc1ccc(Cc2c(-c3cccc(Br)c3)nc3c(C)cc(Br)cn23)cc1 | 4 | -0.2 | 3 | -4 | 6
19 | COc1ccc(Br)c(Cn2c(C)c(C(=O)NCc3cccc([N+](=O)[O-])c3)sc2=O)c1 | 0 | -0.2 | -5 | 7 | 9
20 | NC(=O)c1ccsc1NC(=O)COC(=O)C1=NNC(=O)CC1 | 9 | -0.6 | 11 | -1 | -7
21 | Cc1cccc(CSc2ccc3nnc(-c4cccnc4)n3n2)c1 | 0 | 0.1 | 4 | -3 | -13
22 | Cc1ccc(S(=O)(=O)N(C)C)cc1NC(=O)CCNC(=O)c1ccco1 | 7 | -0.6 | 3 | -2 | -14
23 | CCn1c(SCC(=O)Nc2ccc(OC)c(OC)c2)nnc1-c1ccco1 | -2 | -0.4 | -5 | -3 | 0
24 | Cc1ccnc(Nc2nc(-c3c(C)nc4sccn34)cs2)c1 | -6 | 0.7 | -6 | 1 | -14

item | PLCg1 inh | LEDGF integ inh | ASAP1 GAP inh | ARFGAP1 inh | TDP2 inh
13 | -7 | -3 | 8 | -6 | -5
14 | 3 | 4 | 4 | 8 | 5
15 | 1 | 0 | 7 | -2 | 7
16 | -35 | 5 | 7 | -13 | -14
17 | -28 | 1 | 4 | -1 | -2
18 | -6 | -2 | -17 | -16 | 0
19 | 2 | -1 | 8 | -4 | -7
20 | 0 | -8 | -1 | -2 | -3
21 | -4 | -3 | -6 | 10 | 8
22 | -1 | -3 | 4 | 0 | 6
23 | 1 | 3 | -3 | -9 | 2
24 | -18 | -4 | 9 | 14 | -2

Other results
item | Compound | DDE Tn6 FP inh | KLK7 zymogen act | DDE Tn7 FP inh | ADAM17 inh | ADAM10 inh
25 | CCOc1ccc(NC(=O)C2=NN(c3ccccc3)C(=O)CC2)cc1S(=O)(=O)N1CCCCC1 | -1 | 0.1 | 4 | -1 | -7
26 | Cc1ccn2cc(-c3ccc(O)c(O)c3)nc2c1 | -10 | -5.9 | -3 | -12 | -26
27 | CC(=O)c1ccc(NC(=S)NC2CCCC(C)C2C)cc1 (stereo not drawn) | -4 | 0.1 | -8 | 5 | 12
28 | CCCOc1ccc2ccccc2c1/C=N/n1c(C)nnc1-n1nc(C)cc1C | -5 | 0.1 | 0 | -4 | -17
29 | CCCc1nc2ccc(NC(=O)c3ccco3)cc2c(=O)n1Cc1ccc(Cl)cc1 | 5 | -0.1 | 4 | -8 | -3
30 | COc1ccc(NC(=O)CCCNC(=O)c2ccc(Cl)cc2)cc1OC | 0 | 0.0 | 1 | -6 | 1
31 | C#CCNC(=O)C1=C[C@@H](c2ccc(C#C)cc2)C[C@@H](OCCCCO)O1 | -5 | -1.1 | -1 | -7 | -6
32 | CC(C)C(=O)Nc1cccc(NC(=S)NC(=O)c2ccccc2Cl)c1 | 6 | 0.2 | 3 | 3 | -2
33 | CN1CCN(C(=O)c2ccc(Cc3cn(C)c4ccccc34)nc2)CC1 | -6 | 3.5 | 1 | -5 | -15
34 | Cc1ccc(F)cc1C(=O)N1CCCC(c2cc(C(=O)Nc3ccccc3Cl)no2)C1 (stereo not drawn) | -4 | 0.4 | 5 | 3 | 2
35 | COc1ccc(-c2cn3c(C)c(C(=O)NCc4ccc5c(c4)OCO5)sc3n2)cc1 | 5 | 0.8 | 6 | -2 | -5
36 | Cn1cccc1-c1cc(C(=O)N/N=C/c2cc(Br)ccc2O)[nH]n1 | -1 | -4.4 | -3 | 0 | 4

item | PLCg1 inh | LEDGF integ inh | ASAP1 GAP inh | ARFGAP1 inh | TDP2 inh
25 | 0 | -2 | 2 | -11 | 7
26 | -32 | 10 | 5 | 16 | -8
27 | 5 | 6 | 2 | 4 | -14
28 | -2 | 0 | 2 | -4 | -11
29 | -1 | 5 | -6 | 7 | -6
30 | 6 | 5 | 7 | 12 | -3
31 | -14 | 7 | 4 | 8 | 8
32 | 7 | -2 | -1 | 6 | -8
33 | -1 | -5 | 2 | -2 | 1
34 | 3 | -1 | 6 | 11 | 3
35 | -2 | -1 | 14 | -7 | 17
36 | -70 | 0 | 6 | 10 | -7

Five entries drawn at random from those above, as already listed:
item | Compound | DDE Tn6 FP inh | KLK7 zymogen act | DDE Tn7 FP inh | ADAM17 inh | ADAM10 inh
26 | Cc1ccn2cc(-c3ccc(O)c(O)c3)nc2c1 | -10 | -5.9 | -3 | -12 | -26
34 | Cc1ccc(F)cc1C(=O)N1CCCC(c2cc(C(=O)Nc3ccccc3Cl)no2)C1 (stereo not drawn) | -4 | 0.4 | 5 | 3 | 2
33 | CN1CCN(C(=O)c2ccc(Cc3cn(C)c4ccccc34)nc2)CC1 | -6 | 3.5 | 1 | -5 | -15
30 | COc1ccc(NC(=O)CCCNC(=O)c2ccc(Cl)cc2)cc1OC | 0 | 0.0 | 1 | -6 | 1
29 | CCCc1nc2ccc(NC(=O)c3ccco3)cc2c(=O)n1Cc1ccc(Cl)cc1 | 5 | -0.1 | 4 | -8 | -3

item | PLCg1 inh | LEDGF integ inh | ASAP1 GAP inh | ARFGAP1 inh | TDP2 inh
26 | -32 | 10 | 5 | 16 | -8
34 | 3 | -1 | 6 | 11 | 3
33 | -1 | -5 | 2 | -2 | 1
30 | 6 | 5 | 7 | 12 | -3
29 | -1 | 5 | -6 | 7 | -6

More records follow.
item | Compound | DDE Tn6 FP inh | KLK7 zymogen act | DDE Tn7 FP inh | ADAM17 inh | ADAM10 inh
37 | COc1cc(/C=N/NC(N)=O)ccc1OCC(=O)Nc1cc(C)c(C)cc1Br | -2 | 0.4 | -3 | -3 | 2
38 | CCCCC1(C(=O)OCC)CC(CN2CCOCC2)OC1=O (stereo not drawn) | 6 | 0.0 | 4 | -4 | -10
39 | CCCC(=O)NC(c1ccc(N(C)C)cc1)c1ccc2cccnc2c1O (stereo not drawn) | -3 | -0.3 | -11 | 0 | 6
40 | Cc1occc1C(=O)Nc1nn[nH]n1 | 2 | -0.1 | 0 | 2 | 5
41 | Cc1c(Br)c(C(F)(F)F)nn1CC(=O)NCC1CCCO1 (stereo not drawn) | -6 | 0.7 | -3 | -6 | 1
42 | COc1cc(C(=O)N2CCN(c3ccccc3Cl)CC2)ccc1OCC(=O)N1CCOCC1 | -6 | 0.0 | 6 | -4 | -14
43 | CCC(C(=O)OCC(=O)Nc1ccc(F)cc1)c1ccccc1 (stereo not drawn) | -6 | 0.1 | 3 | -1 | -9
44 | Cc1cccc(-c2sc(Nc3ccccc3)n[n+]2-c2ccccc2)c1 | -1 | -0.1 | -5 | -5 | 3
45 | CCOC(=O)c1c(N)nn(C(=O)CC)c1-c1ccccc1 | 2 | 0.2 | -9 | -4 | -6
46 | CN(C)CCN1C(=O)C(=O)/C(=C(/O)c2ccccc2)C1c1ccccc1F (stereo not drawn) | 4 | -0.2 | -1 | -1 | 0

item | PLCg1 inh | LEDGF integ inh | ASAP1 GAP inh | ARFGAP1 inh | TDP2 inh
37 | 2 | -3 | 0 | 4 | -7
38 | -3 | 0 | -4 | -7 | 3
39 | -2 | -2 | -1 | 8 | -14
40 | 6 | -2 | -11 | -5 | -13
41 | -1 | 1 | -5 | 6 | 7
42 | 0 | -6 | -5 | -11 | 6
43 | -3 | -7 | -1 | -1 | 3
44 | -2 | 1 | 4 | 3 | 1
45 | 1 | 2 | 18 | -1 | 5
46 | 1 | 0 | -14 | 1 | -2
